FXIIa inh: blocks human coagulation factor XIIa protease activity | AID 800 | 220,000 tested, 0.3% active | P00748 | inhibition, % at 5 µM | purified FXIIa, Boc-QGR-AMC fluorogenic substrate, 2 h; in the data active = inhibition above about 40%;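 also: 0% = enzyme with no compound and 100% = blank without enzyme; many of its hits are not listed in these tables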
p97 inhibitor: blocks human p97 ATPase activity. P55072. recombinant p97 ATPase, Kinase-Glo ATP luminescence, 3 h. inhibition, % at 8 µM. 220,000 tested, 0.42% active. AID 1481; in the data active = inhibition above about 15%;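 also: 0% = DMSO vehicle and 100% = wells lacking enzyme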
Wee1 stabilizer: human Wee1 degradation inhibition, primary screen; P30291; 220,000 tested, 1.2% active; reporter increase, % at 5 µM; HeLa Luc-Wee1K328M stability, luciferase luminescence; 100% = proteasome inhibitor MG132 effect;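 active = activation above the mean of all tested compounds plus 3 SD, set per screening run, cut at about 8.8% in these data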;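 also: cells exposed to compound for 20 h before luminescence read; 0% = DMSO alone and 100% = MG132 at 30 µM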
Target sequence (P30291 whole entry K328M): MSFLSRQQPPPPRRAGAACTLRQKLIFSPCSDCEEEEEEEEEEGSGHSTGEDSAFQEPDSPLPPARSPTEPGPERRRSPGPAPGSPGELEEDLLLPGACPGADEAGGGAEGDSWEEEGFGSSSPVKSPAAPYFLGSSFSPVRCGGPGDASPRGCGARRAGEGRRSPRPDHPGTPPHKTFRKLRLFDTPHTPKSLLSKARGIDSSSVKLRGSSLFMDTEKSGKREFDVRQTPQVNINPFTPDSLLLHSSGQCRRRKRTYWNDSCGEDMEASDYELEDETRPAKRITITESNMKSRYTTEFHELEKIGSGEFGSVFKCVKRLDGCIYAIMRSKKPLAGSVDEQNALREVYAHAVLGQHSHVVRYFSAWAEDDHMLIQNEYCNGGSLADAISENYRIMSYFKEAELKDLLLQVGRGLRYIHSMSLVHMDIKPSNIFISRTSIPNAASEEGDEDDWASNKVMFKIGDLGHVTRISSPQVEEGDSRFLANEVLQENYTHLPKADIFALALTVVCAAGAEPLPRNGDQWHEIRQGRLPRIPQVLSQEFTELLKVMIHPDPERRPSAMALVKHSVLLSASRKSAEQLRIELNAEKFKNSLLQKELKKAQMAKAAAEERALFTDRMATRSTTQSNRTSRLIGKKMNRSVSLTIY
PERK inh: human PERK inhibition, primary cell-based screen. Q9NZJ5. AID 1416. CHO PERK-DD fusion, SEAP luminescence translation reporter. inhibition, % at 5.6 µM. 220,000 tested, 0.17% active;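 active = inhibition above the mean inhibition of all tested compounds plus 3 SD, set separately per screening campaign, cut at about 2.9% in these data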;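 also: PERK kinase domain activated by AP20187 dimerizer at 100 nM; 0% = DMSO with dimerizer and 100% = rapamycin at 8.4 µM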
hK5 inh: inhibitors of human kallikrein 5 | recombinant hK5, fluorogenic AMC substrate cleavage | inhibition, % at 5 µM | 210,000 tested, 0.59% active | AID 873;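 active = inhibition of 40% or more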;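 also: 0% = enzyme controls without compound and 100% = no-enzyme blanks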
Target sequence (Q9Y337 67-293 limits assumed): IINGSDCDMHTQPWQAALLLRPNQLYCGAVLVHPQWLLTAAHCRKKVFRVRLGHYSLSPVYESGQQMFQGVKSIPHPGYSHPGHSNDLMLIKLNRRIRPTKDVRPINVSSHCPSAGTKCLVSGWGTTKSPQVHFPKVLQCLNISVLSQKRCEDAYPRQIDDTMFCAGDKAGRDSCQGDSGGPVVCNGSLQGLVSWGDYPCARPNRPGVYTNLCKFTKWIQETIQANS
Cl transport mod: modulators of human KCC2 chloride dependent transport; AID 1456; B-score of Tl+ flux slope (higher = more flux/activation; lower = inhibition) at 10 µM; Q9H2X9; 190,000 tested, 2.2% active; KCC2 cells, thallium flux FluoZin-2 fluorescence;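 active = thallium flux slope and its plate-corrected score both differing from the plate sample mean at a set confidence after two filtering rounds, in either direction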;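 also: slope of fluorescence scaled to starting intensity during 10 to 20 s after thallium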
FXIa inh: blocks human coagulation factor XIa protease activity; purified FXIa, Boc-Glu-Ala-Arg-AMC fluorogenic substrate; inhibition, % at 5 µM; 220,000 tested, 0.14% active;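 active = inhibition of at least 40%; inactive = inhibition below 40%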;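 also: fluorescence of freed AMC excited at 355 nm; 0% = enzyme without compound and 100% = no enzyme blank; many of its hits are not listed in these tables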
thrombin 1536: blocks human thrombin protease activity | AID 1046 | 220,000 tested, 0.26% active | P00734 | inhibition, % at 5 µM | alpha-thrombin, Boc-VPR-AMC fluorogenic substrate cleavage;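 active = inhibition at or above 40%; inactive = inhibition below 40%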;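 also: 0% = enzyme with no compound and 100% = wells without enzyme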
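System – human alpha-thrombin protein · Reagent – Boc-VPR-AMC substrate, 15 µM final · Compound – 5 µM single dose in 0.2% DMSO · Schedule – reaction at room temperature · Technique – AMC fluorescence at 355 nm excitation and 460 nm emission · Read-out basis – % inhibition relative to enzyme controls and enzyme-free blanks · Control set – no-compound enzyme wells and no-enzyme blanks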
Furin inh: blocks human furin protease activity | AID 463115 | purified furin, fluorogenic substrate cleavage | inhibition, % at 30 µM | P09958 | 220,000 tested, 0.061% active; in the data active = inhibition above about 25%; also: inactives centre near -15
Numbers without * were called inactive; nt = not tested or not shown; [ ] = another dose, or the depositor's remark.

Every second line gives: FXIIa inh | p97 inhibitor | Wee1 stabilizer | PERK inh | hK5 inh | Cl transport mod | FXIa inh | thrombin 1536 | Furin inh
Cc1ccc(NC(=O)c2cccc(N3C(=O)CCC3=O)c2)nc1
 : 29 | -1 | 1 | 0.7 | 0 | -0.013 | 22 | 2 | -28[20 µM]
CCS(=O)(=O)N1Cc2ccccc2CC1C(=O)Nc1nnc(C2CC2)s1 (stereo not drawn)
 : 13 | 0 | -6 | 0.1 | 0 | 0.023 | -1 | -7 | -25
O=c1c2cn[nH]c2nc(SCc2ccccc2F)n1-c1ccc(Br)cc1
 : 4 | 1 | 2 | 0.1 | -16 | -2.1 | 1 | -3 | -7
O=C(c1c(F)cccc1F)N1CCN(c2ncccn2)CC1
 : 16 | -1 | 2 | 1.6 | 4 | 0.67 | 0 | 1 | -15[20 µM]
C/C(=N\N=c1/sc2ccccc2n1C)c1ccccn1
 : 4 | 4 | 3 | 0.5 | 10 | 0.035 | 1 | 2 | -13
CCN(CC)S(=O)(=O)c1cc(C(=O)Nc2nncs2)c(Cl)cc1Cl
 : 3 | -3 | -2 | 0.7 | 62* | -0.027 | 3 | 15 | -9[20 µM]
CCc1nnc(NS(=O)(=O)c2ccc(NC(=O)c3cccc4ccccc34)cc2)s1
 : 39 | -6 | 2 | 0.0 | 22 | 1.7 | 32 | 15 | -1
C/C=C/C=C\C(=O)Nc1cccc(C2=NOC3(C2)C[C@@H](C(N)=O)N(C(=O)c2cc([N+](=O)[O-])cc([N+](=O)[O-])c2)C3)c1 (stereo partly drawn)
 : 11 | nt | nt | nt | 0 | -0.059 | 1 | -2 | -20
O=C(O)CN1C(=O)CCS(=O)c2ccccc21 (stereo not drawn)
 : 7 | -5 | -1 | -0.6 | -9 | 0.31 | -3 | -11 | -20
O=C(O)CCCC(=O)Nc1ccc(OCc2nc3ccccc3s2)cc1
 : 7 | 4 | -2 | 0.0 | 7 | 1.3 | 1 | -1 | -22
CN1CCN(Cc2c(O)c(Cl)cc3c(-c4ccccc4)cc(=O)oc23)CC1
 : 8 | 11 | 3 | -1.1 | -8 | 0.28 | 0 | -2 | -3
Cc1ccc(C(=O)C2OC(=O)C(C)(C)C(=O)C2(C)C)cc1 (stereo not drawn)
 : 32 | 3 | -1 | 0.4 | -3 | 0.43 | 17 | 1 | -22[20 µM]
COc1cccc(Nc2nc3ccccc3n3cnnc23)c1
 : 17 | -2 | 6 | 0.1 | 64* | -1.4 | 2 | 2 | -4
COc1ccc(C(=O)N2CCCCC2)cc1S(=O)(=O)Nc1ccccc1
 : 10 | 3 | 0 | -0.7 | -15 | 0.22 | 1 | 0 | -15
Cc1cc(C(=O)CSc2nnc(-c3ccc4c(c3)OCO4)o2)c(C)n1-c1ccc(F)cc1
 : 2 | 0 | 1 | 0.5 | -4 | 0.77 | -5 | 9 | -10
COc1cc(C)c(Cl)cc1S(=O)(=O)N1CCCC1
 : 6 | 2 | -2 | -0.1 | -3 | -0.25 | -3 | -1 | -25
CCOC(=O)N1CCN(C(=O)c2cc3c(=O)n(C)c4ccccc4c3n2C)CC1
 : 14 | -7 | -1 | -1.6 | 0 | nt | 1 | -2 | -2
COc1ccc(C(=O)N2CCN(c3nc4ccccc4o3)CC2)cc1OC
 : 6 | 0 | -1 | 0.1 | -20 | nt | 2 | -2 | -8
Cc1cc(=O)[nH]c(N/N=C/C2=C(N3CCOCC3)C(=C\c3ccc(Cl)cc3)/CC2)n1
 : 2 | 3 | -2 | -0.1 | -3 | 0.16 | -6 | -2 | -15
COc1ccccc1/C=N/Nc1nc(C)cc(C)n1
 : 8 | 0 | 1 | 0.1 | 2 | 0.36 | 1 | -3 | -6
Cc1ccc(C(=O)C(C)Sc2nnc(N)s2)cc1 (stereo not drawn)
 : 3 | 6 | -1 | 1.1 | -3 | -0.3 | -3 | -7 | -7
CCCCN(C(=O)c1cc(OC)c(OC)c(OC)c1)C1=CC2CCC(C1)N2C (stereo not drawn)
 : 0 | 3 | -3 | 0.3 | -5 | 0.59 | -9 | -17 | -31
C=C1c2cc3c(cc2NC(=S)N1Cc1ccccc1)OCO3
 : -4 | 9 | 0 | -0.6 | -6 | 53* | -4 | -19 | 0
O=C(NNc1ccnc2cc(Cl)ccc12)C1CCCCC1
 : 7 | 0 | 2 | 0.9 | 1 | -0.31 | 1 | -5 | -22
N#Cc1nc(Cc2cccc3ccccc23)oc1N1CCCCC1
 : 0 | -1 | 0 | -0.1 | -3 | -6.1* | -9 | -6 | -14
CN(C)CCNC(=O)c1cc(Sc2ccc(F)cc2)nc2ccccc12
 : 9 | -4 | -3 | -0.8 | -6 | 0.065 | 2 | -8 | -13
CO/N=C(\Cn1ncc(NC2CCCCC2)c(Br)c1=O)c1ccc(Cl)cc1
 : 16 | -11 | -1 | -1.3 | -6 | -0.0047 | 2 | -1 | -9[20 µM]
Cc1cc(C)c(NC(=S)N(CCCN2CCOCC2)Cc2cccnc2)c(C)c1
 : 4 | -5 | 6 | 0.2 | -11 | 0.48 | -6 | -3 | -10
COc1ccc([N+](=O)[O-])cc1NC(=S)NC(NC(=O)Cc1ccc(OC)c(OC)c1)C(Cl)(Cl)Cl (stereo not drawn)
 : -4 | 1 | -4 | -0.1 | 13 | nt | -10 | -7 | 3[20 µM]
COc1cc(/C=N/NC(=O)c2sc(N)c(C#N)c2C)cc(Br)c1O
 : 17 | 8 | -2 | 1.7 | -14 | -0.23 | -22 | 6 | -14[20 µM]
COc1ccc(Oc2ccc(C(F)(F)F)cc2N)cc1
 : 8 | 2 | 4 | 0.3 | 3 | nt | 6 | -1 | -9
CCOc1ccc(C2c3c(oc4ccccc4c3=O)C(=O)N2CCCN2CCOCC2)cc1OCC (stereo not drawn)
 : 13 | 0 | -1 | 0.8 | -1 | nt | 4 | 2 | -17
CC(=O)OCCn1c2nc(=O)[nH]c(=O)c-2nc2cc(C)c(C)cc21
 : 10 | -7 | -1 | 0.6 | 18 | nt | 2 | 18 | 19
CCc1ccc(CN/C=C/C(=O)c2ccc(Br)cc2)cc1
 : 12 | -2 | 2 | -0.8 | 6 | -0.095 | -1 | 1 | 1[20 µM]
O=C1C2C3c4ccccc4C(c4ccccc43)[C@@H]2C(=O)N1c1cccnc1 (stereo partly drawn)
 : 14 | 3 | 0 | 0.1 | -9 | 0.34 | 3 | -3 | -23
CCOC(=O)c1cc2c(=O)n3ccccc3nc2n(Cc2ccco2)c1=NC(=O)c1ccc(OC)cc1
 : 13 | 3 | 8 | 0.5 | 2 | nt | 0 | 2 | -37
Cc1ccnc2nc(C(=O)OCC(=O)N(CC(C)C)CC(C)C)nn12
 : 7 | 2 | 1 | 0.1 | -1 | 1 | 3 | -5 | -24
COc1ccc(C(=O)NCc2nnc(SCC(=O)Nc3ccccc3OC)n2C)cc1
 : 9 | 2 | 8 | 0.2 | 4 | 0.76 | -1 | -2 | -18
Cc1cccc(-c2nsc(SCC(=O)N3CCCC3)n2)c1
 : 4 | -6 | 2 | -1.3 | -18 | 0.76 | -4 | -3 | 0
O=C(CCC1CCCN(C(=O)c2ccncc2)C1)NCc1ccc(F)c(F)c1 (stereo not drawn)
 : 6 | 5 | 7 | 2.8 | nt | 1.5 | 1 | 0 | -18
CC(=O)NNc1nc(-c2ccc(NC(C)=O)cc2)cs1
 : 19 | 5 | 0 | 0.2 | -7 | 1.1 | 21 | 3 | -12
CCN1CCN(c2nc(S(=O)(=O)c3ccc(C)cc3)c(Cl)s2)CC1
 : 4 | -2 | -2 | 0.0 | -4 | 0.013 | -9 | 0 | -18
CC(C)C(NCc1c(Cl)cccc1Cl)C(=O)O (stereo not drawn)
 : -4 | 3 | 1 | 0.0 | -3 | 0.19 | -1 | -24 | -26
c1ccc(Oc2ccc(-c3ccnc4nc(N5CCN(c6ccccc6)CC5)nn34)cc2)cc1
 : 4 | -2 | 1 | 0.5 | 3 | 0 | 2 | 3 | 4[20 µM]
CC1=CC(C)C2C(=O)N(CCCN(C)C)C(=O)C2C1 (stereo not drawn)
 : 16 | -3 | -2 | 0.1 | -1 | nt | 22 | -10 | -17[20 µM]

Brought forward from above: two entries; new compounds follow.
Every second line gives: FXIIa inh | p97 inhibitor | Wee1 stabilizer | PERK inh | hK5 inh | Cl transport mod | FXIa inh | thrombin 1536 | Furin inh
c1ccc(Oc2ccc(-c3ccnc4nc(N5CCN(c6ccccc6)CC5)nn34)cc2)cc1
 : 4 | -2 | 1 | 0.5 | 3 | 0 | 2 | 3 | 4[20 µM]
CC1=CC(C)C2C(=O)N(CCCN(C)C)C(=O)C2C1 (stereo not drawn)
 : 16 | -3 | -2 | 0.1 | -1 | nt | 22 | -10 | -17[20 µM]
S=C(NCc1ccccc1Cl)Nc1ccccc1Cl
 : -1 | 1 | -1 | 0.7 | -5 | 6.1* | -3 | -3 | -14
COc1ccc2nc(SC)c(C#N)cc2c1
 : 4 | 1 | -3 | -0.5 | 0 | nt | -3 | -1 | -13
CCOC(=O)SC1=N/C(=C\c2ccc(N(C)C)cc2)C(=O)S1
 : 20 | 4 | -3 | 1.2 | 6 | 19* | 3 | 1 | -29[20 µM]
CCc1nnc(NC(=O)CSc2nnc(Cc3ccccc3)n2Cc2ccccc2)s1
 : 13 | -6 | -5 | 1.1 | 5 | -0.099 | 2 | 2 | -13
CCN(CC)N=Nc1[nH]nc2nc(C)cc(C)c12
 : 13 | -3 | -1 | -0.6 | 0 | nt | 0 | 1 | -1[20 µM]
Cc1cccc(Nc2nc(N)nc(-c3oc4ccccc4c3C)n2)c1
 : -3 | 1 | -1 | -2.1 | -1 | 0.28 | -2 | -5 | -9
COC(=O)C1=C(C)NC(=S)NC1c1ccco1 (stereo not drawn)
 : 5 | 7 | -2 | 0.2 | 0 | 0.25 | 4 | nt | -15
COc1ccc2c(C)nc(Nc3nc(C)cc(=O)[nH]3)nc2c1
 : nt | -5 | -2 | 0.1 | nt | -0.25 | nt | nt | -23[20 µM]
c1ccc2c(c1)CC1(CCCC1)N=C2N1CCOCC1
 : -1 | 5 | -1 | -0.3 | 0 | 0.24 | -2 | -3 | 4
Cc1ccc(S(=O)(=O)c2cc3c(=O)n4cccc(C)c4nc3n(CC3CCCO3)c2=N)cc1C (stereo not drawn)
 : 5 | 5 | 0 | -0.4 | 0 | 0.73 | 4 | -8 | -24
O=C(CSc1ncc(-c2ccccc2)n1-c1ccccc1)NCc1ccco1
 : -10 | -6 | -1 | -0.7 | -14 | -2.4 | 9 | 0 | -16[20 µM]
NC(=O)c1ccc(NC(=O)c2cccc(Oc3ccccc3)c2)cc1
 : 6 | 0 | 0 | 0.2 | -2 | -0.11 | -8 | -6 | -18
CC1CC(Nc2ccccc2)c2ccccc2N1C(=O)c1ccco1 (stereo not drawn)
 : 7 | -3 | 0 | -1.6 | -1 | -2.1 | 2 | 2 | -14
O=c1ccc(S(=O)(=O)N2CCC(Cc3ccccc3)CC2)c[nH]1
 : 12 | -8 | 0 | -0.5 | -1 | -0.33 | 3 | 3 | -25[20 µM]
CCCCn1c(SCC(=O)N2CCCc3ccccc32)nc2c1c(=O)n(C)c(=O)n2C
 : 15 | 6 | -1 | 0.0 | 4 | nt | 3 | 0 | -14
Cc1ccccc1OCC(=O)NNC(=S)NC(=O)c1ccco1
 : 15 | -1 | -1 | -0.2 | -41 | nt | -3 | 1 | -17[20 µM]
CCOC(=O)CN1C(=O)CSc2ccc(S(=O)(=O)N3CCCC3)cc21
 : 6 | 2 | -1 | -0.7 | -1 | -0.07 | 0 | -1 | -19

Screening results as filed in PubChem.

No enrichment for hits, and some 4.4% of all compounds hit somewhere here.
